Bioassay records: PubChem, National Center for Advancing Translational Sciences (NCATS)
Epigenetic derep – derepresses silenced GFP reporter in murine cells; actives 0.2% (n = 280,000); Potency, µM (series often up to 53.9 µM), without a hit: at the highest dose GFP activation, actives largely listed as activators; murine LDR cells, GFP reporter derepression, 30 h; AID 1865; active means well fitted activation curve with a large enough effect; inconclusive means small, poorly fitted or top-dose-only effect; further: % of control where 0% means no effect; nearly all actives have a fitted effect of over 60% in size
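Readout is the number of GFP-expressing murine LDR cells, counted by cytometry following washing. Cells were treated with compound for 30 h at 37 C; the stably integrated CMV-GFP locus is normally silent.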
Starred values were filed as active, the others as inactive; u = inconclusive. Potency means the concentration at half of the fitted maximal effect. Some of the compounds tested; rates above refer to the full screens.

SMILES	Epigenetic derep
CCOC(=O)c1cccc(NC(=O)CCS(=O)(=O)c2ccc3c(c2)CC(=O)N3C)c1	12.0%
COc1ccc(CNC(=O)CSc2nc3ccccc3nc2Cc2ccccc2OC)cc1	6.4%
Cc1oc2c(c1C(=O)Nc1ccccc1Br)C1=NCCN1C=N2	0.0%
CC(C)NC(=O)C1CCN(C(=O)N2CCOc3ccc(Cl)cc32)CC1	1.1%
CCN(CC)CCNC(=O)c1ccc(-n2c(-c3ccccc3)cc3c2CCCC3)cc1	0.0%
Cc1cccc(C(=O)NCC(=O)OCc2cc(=O)n3nc(C4CC4)sc3n2)c1	4.4%
O=C(CN1C(=O)COc2ccc(S(=O)(=O)N3CCCCCC3)cc21)NCc1ccc(F)cc1	8.4%
O=C(COCc1cc(-c2cccs2)on1)Nc1cccc(O)c1	1.2%
CCn1nc(C)c(CCN(C)C(=O)Nc2cc(Cl)c(OC)cc2OC)c1C	-3.3%
NS(=O)(=O)c1ccc(CCNC(=O)Cn2c(-c3cccs3)cc3ccccc32)cc1	-1.2%
CCOc1ccc(Nc2nc(N)c(C(=O)c3ccccc3Cl)s2)cc1	u
COc1cc(NS(=O)(=O)c2cc3c(cc2C)N(C)CCO3)cc(OC)c1OC	0.0%
Cc1ccc(CCNC(=O)CCn2nc(-c3ccc(C)cc3)ccc2=O)cc1	-2.4%
Cc1ccc(S(=O)(=O)c2nnn3c2nc(NCc2ccccc2Cl)c2sccc23)cc1	-2.6%
CCOc1ccc(NS(=O)(=O)c2ccc3[nH]c4c(c3c2)CCCCC4)cc1	3.8%
Cc1ccc(S(=O)(=O)NCCc2sc3nc(-c4ccccc4)nn3c2C)cc1C	1.8%
Cc1ccc(NC(=O)CCCn2c(=O)c3cccn3c3cccnc32)cc1C	7.5%
CCOc1ccc(NC(=O)C2Cc3ccccc3N2C(=O)c2ccccc2)cc1 (stereo not drawn)	-1.9%
Cc1cccc(CSc2ccc3nnc(CCNS(=O)(=O)c4ccccc4)n3n2)c1	-0.6%
Cc1cc(C)nc(-n2nc(C)c3c2N(Cc2ccccc2)C(=O)CC3c2ccc(Cl)cc2)n1 (stereo not drawn)	-3.2%
CCOC(=O)c1c(S(=O)(=O)NCC(=O)Nc2cc(C)ccc2C)c(C)n(C)c1C	2.6%
CCOC(=O)C1CCCN(C(=O)C2CCN(S(=O)(=O)c3c(C)noc3/C=C/c3ccc(C)cc3)CC2)C1 (stereo not drawn)	0.0%
COc1cc(NC(=O)CN(C)S(=O)(=O)c2ccc3c(c2)CCCC(=O)N3)cc(OC)c1OC	-1.3%
CCOc1ccc(C(=O)NCC(c2ccc3c(c2)OCO3)N2CCOCC2)cc1 (stereo not drawn)	0.0%
CCOc1ccccc1NC(=O)C1CCCN1S(=O)(=O)c1ccc2c(c1)C(C)(C)C(=O)N2C (stereo not drawn)	6.5%
Cc1ccc2c(=O)cc(CSc3nnc(-c4ccccc4)n3C)[nH]c2c1C	1.5%
Cc1cc(C)cc(NC(=O)c2ccc3c(c2)nnn3C2CCCC2)c1	3.1%
COc1ccc(F)cc1S(=O)(=O)NCCc1sc2nc(-c3ccc(F)cc3)nn2c1C	2.7%
CCOC(=O)c1c(S(=O)(=O)N2CCC(C(=O)NCc3ccc(F)cc3)CC2)c(C)n(C)c1C	-1.3%
COc1ccc(-c2[nH]nc3nc(-c4cc(Br)ccc4OC)cc(C(=O)O)c23)cc1	1.1%
CCN(CC)C(=O)Cn1c(=O)cc(C)c2c(C)nn(-c3cccc(Cl)c3C)c21	0.8%
COc1ccc(C(=O)NCC(c2cccnc2)N2CCN(c3ccc(F)cc3)CC2)cc1 (stereo not drawn)	2.2%
Cc1cccc(C(=O)NCC(=O)OCc2cc(=O)n3nc(C4CCCCC4)sc3n2)c1	1.1%
O=C(Nc1cccc(O)c1)c1cc(-c2ccccc2F)no1	0.0%
CCC(=O)N1c2nc(-c3ccco3)nn2C2(CCCCC2)[C@@H]2CCCC[C@@H]21	1.6%
O=C(Nc1ccccc1C(=O)OCc1cc(=O)n2ccsc2n1)c1cccc(F)c1	1.4%
CC(=O)N1CCC(N(C(=O)Nc2ccc(C)c(F)c2)C(C)C)CC1	5.0%
Cc1ccc(Nc2ccc3cc(S(=O)(=O)N4CCC(C)CC4)ccc3n2)c(Cl)c1	-0.8%
Cc1ccc(Cl)cc1N1CCN(S(=O)(=O)c2ccc3[nH]c4c(c3c2)CCCCC4)CC1	-0.2%
CCS(=O)(=O)c1ncc(N(Cc2ccco2)Cc2sccc2C)c(C(=O)Nc2ccc(C)cc2C)n1	0.0%
Cc1ccc(OCC(=O)Nc2ccc3nc(SCC(=O)N4CCCC4)sc3c2)cc1	-2.2%
COc1cccc(N2CCN(C(=O)c3ccc(CS(=O)c4cccc(Cl)c4)o3)CC2)c1 (stereo not drawn)	-4.2%
CN(C)c1ccc(C(CNC(=O)c2ccccc2F)N2CCc3ccccc32)cc1 (stereo not drawn)	-1.8%
CC(=O)c1ccccc1NS(=O)(=O)c1cc2c(cc1C)NC(=O)CO2	1.0%
CCS(=O)(=O)N1CCc2cc(C(=O)N3CCN(c4cccc(C(F)(F)F)c4)CC3)ccc21	-5.8%
CCOC(=O)c1cccc(NC(=O)Cn2nc3c(cc2=O)CCCC3)c1	0.0%
COc1ccccc1CNc1ccc(-c2nc(-c3ccncc3)no2)cc1[N+](=O)[O-]	-3.3%
CCOc1ccc(N(CC)S(=O)(=O)N2CCCC(C(=O)Nc3cc(Cl)ccc3C)C2)cc1 (stereo not drawn)	-3.6%
COc1ccc(-c2cc(C(=O)Nc3c(C(=O)c4ccc(Cl)cc4)oc4ccccc34)no2)cc1	-2.4%
CC(CCc1ccccc1)NC(=O)CSc1n[nH]c(-c2ccccc2)n1 (stereo not drawn)	-1.9%
COc1ccc(Cl)cc1NC(=O)CSc1nc(=O)[nH]c2c1CCC2	-0.1%
COC(=O)C1CCN(C(c2ccccc2)c2sc3nc(-c4ccco4)nn3c2O)CC1 (stereo not drawn)	-0.6%
COc1ccc(C2=C(C(C)=O)Sc3nnc(-c4ccc(Cl)cc4)n3N2C(C)=O)cc1OC	1.3%
CCN(c1ccccc1)c1nnc(NC(=O)Nc2ccccc2F)s1	-2.7%
COc1ccc(CNC(=O)Cn2c(=O)n3nc(-c4ccc(OC)cc4)nc3c3ccccc32)cc1	-0.2%
Cc1ccc(C)c(CN2CCC(CNC(=O)C(CC(C)C)N3Cc4ccccc4C3=O)CC2)c1 (stereo not drawn)	-1.2%
CCOC(=O)c1scc(-c2ccccc2)c1S(=O)(=O)Nc1ccccc1F	0.0%
COC(=O)c1ccc(NC(=O)c2cc3cc4ccc(OC)c(Cl)c4nc3s2)cc1	-1.7%
CCOc1ccc(OCC)c(NS(=O)(=O)c2cc(-c3cc(C)no3)ccc2C)c1	-6.3%
CCc1ccccc1NC(=O)CSc1ncc2c(n1)-c1cc(Cl)ccc1N(Cc1ccccc1)S2(=O)=O	-0.9%

Looked up by structure from above (2):
SMILES	Epigenetic derep
COc1ccccc1CNc1ccc(-c2nc(-c3ccncc3)no2)cc1[N+](=O)[O-]	-3.3%
Cc1ccc(OCC(=O)Nc2ccc3nc(SCC(=O)N4CCCC4)sc3c2)cc1	-2.2%

Carrying on:
SMILES	Epigenetic derep
COc1ccccc1N1CCN(C(=O)Cc2c(C(=O)O)c(C)cn2C)CC1	-1.3%
CCOC(=O)c1c(C)sc(-c2c(-c3ccc4c(c3)OCCO4)[nH]c3c2c(=O)[nH]c(=O)n3C)c1O	0.0%
CN(C(=O)CSc1nnc(-c2ccc([N+](=O)[O-])cc2)o1)c1ccccc1	-3.2%
Cc1ccc(NS(=O)(=O)c2c(C)nc3sc(C)cn3c2=O)c(C)c1	0.0%
Cc1ccc(Cn2ccnc2SCC(=O)NCc2ccccc2Cl)cc1	0.0%
COc1cccc(NC(=O)CSc2nccn2Cc2ccc3c(c2)OCO3)c1	-2.8%
O=C(NC1CC1)c1ccc(Cn2c(SCc3ccccc3F)nc3cccnc32)cc1	0.0%
CSC1=NC2(CCN(C(=O)NC3CCCCC3)CC2)N=C1c1ccc(C)cc1	-0.4%
Cc1oc2ncn(C)c(=O)c2c1C(=O)NCCCN(Cc1ccccc1)C(C)C	-1.3%
Cc1c(Cl)cccc1NC(=O)c1ccc2nc(C(C)C)oc2c1	3.4%
Cc1nc(N2CCCC2)c2c(C(=O)N3CCN(c4cc(Cl)ccc4C)CC3)c(C)oc2n1	2.5%
CN(C)c1ccc(CNS(=O)(=O)c2ccc(-c3cc(C(F)(F)F)on3)s2)cc1	-0.1%
O=c1[nH]c2ccc(NCc3ccc(-c4cccc(Cl)c4)o3)cc2[nH]1	-1.1%
COc1ccc(NC(=O)CSc2nc3nc(C)cc(C)n3n2)cc1OC	3.0%
CC(C)c1ccc(NC(=O)CN2C(=O)COc3ccc(S(=O)(=O)N4CCCCCC4)cc32)cc1	-1.4%
COc1cc(N2C(=O)CSC23C(=O)N(Cc2ccc(C)cc2)c2ccccc23)cc(OC)c1OC (stereo not drawn)	1.3%
CCOc1ccccc1C(=O)Nc1ccc2c(c1)N(C)C(=O)c1ccccc1S2	9.1%
CCOc1ccc(CCNC(=O)c2ccc3c(c2)N(Cc2cccc(Cl)c2)C(=O)c2ccccc2S3(=O)=O)cc1OCC	-1.1%
CC(=O)N1CCCc2cc(S(=O)(=O)N3CCN(c4cccc(C(F)(F)F)c4)CC3)ccc21	0.0%
CCCCN(CC)CCNC(=O)c1c(C)oc2ncnc(N3CCOCC3)c12	-1.3%
CCOc1ccc(NC(=O)c2cn3c4c(ccc(Cl)c4c2=O)OC(C)C3)cc1 (stereo not drawn)	-1.2%
CCC(Sc1nc2nccnc2c(=O)n1Cc1ccc(F)cc1)C(=O)NC1CCCCC1 (stereo not drawn)	0.0%
Cc1ccc(CNC(=O)CS(=O)(=O)c2cccc3nsnc23)cc1	0.0%
Cc1ccc2c(c1)c1c(c(=O)n(-c3cccc(Cl)c3)c(=O)n1CC(N)=O)n2C	-1.1%
O=C(CCS(=O)(=O)c1ccc(Br)cc1)Nc1ccc(Cl)c(C(F)(F)F)c1	2.1%
Cc1cc(C)cc(NC(=O)CSc2nc(=O)n(CCN3CCOCC3)c3c2CCC3)c1	-0.1%
O=C(/C=C/c1ccccc1Cl)N1CCC(c2nc3ccccc3o2)CC1	0.8%
Cc1ccccc1C(=O)N1c2ncnn2C2(CCCCC2)[C@@H]2CCCC[C@@H]21	4.8%
CCCCC(=O)Nc1nnc(S(=O)(=O)N2CCCCCC2)s1	1.4%
CC(Oc1ccccc1)C(=O)Nc1ccccc1C(=O)OCc1cc(=O)n2nc(C3CC3)sc2n1 (stereo not drawn)	u
Cc1ccc(C(=O)Nc2ccc(S(=O)(=O)N(Cc3ccccc3)c3ccccc3)cc2)cc1	3.2%
O=S(=O)(NCCS(=O)(=O)N1CCN(c2ccccc2)CC1)c1ccccc1	0.0%
COc1ccc(CNC(=O)c2ccc3nc(CCc4ccccc4)oc3c2)cc1	0.0%
Cc1cccc(NC(=O)CSc2ncc3c(n2)-c2cc(Cl)ccc2N(C)S3(=O)=O)c1C	-1.7%
Cc1ccc(CSc2nc3cc(C(=O)NC4CCCC4)ccc3c(=O)n2Cc2ccccc2)cc1	1.4%

Rewritten bar-delimited: entries from further up
SMILES | Epigenetic derep
COc1ccc(NC(=O)CSc2nc3nc(C)cc(C)n3n2)cc1OC | 3.0%
CC(C)c1ccc(NC(=O)CN2C(=O)COc3ccc(S(=O)(=O)N4CCCCCC4)cc32)cc1 | -1.4%
COc1cc(N2C(=O)CSC23C(=O)N(Cc2ccc(C)cc2)c2ccccc23)cc(OC)c1OC (stereo not drawn) | 1.3%
CCOc1ccccc1C(=O)Nc1ccc2c(c1)N(C)C(=O)c1ccccc1S2 | 9.1%
CCOc1ccc(CCNC(=O)c2ccc3c(c2)N(Cc2cccc(Cl)c2)C(=O)c2ccccc2S3(=O)=O)cc1OCC | -1.1%
CC(=O)N1CCCc2cc(S(=O)(=O)N3CCN(c4cccc(C(F)(F)F)c4)CC3)ccc21 | 0.0%
CCCCN(CC)CCNC(=O)c1c(C)oc2ncnc(N3CCOCC3)c12 | -1.3%
CCOc1ccc(NC(=O)c2cn3c4c(ccc(Cl)c4c2=O)OC(C)C3)cc1 (stereo not drawn) | -1.2%
CCC(Sc1nc2nccnc2c(=O)n1Cc1ccc(F)cc1)C(=O)NC1CCCCC1 (stereo not drawn) | 0.0%
Cc1ccc(CNC(=O)CS(=O)(=O)c2cccc3nsnc23)cc1 | 0.0%
Cc1ccc2c(c1)c1c(c(=O)n(-c3cccc(Cl)c3)c(=O)n1CC(N)=O)n2C | -1.1%
O=C(CCS(=O)(=O)c1ccc(Br)cc1)Nc1ccc(Cl)c(C(F)(F)F)c1 | 2.1%
Cc1cc(C)cc(NC(=O)CSc2nc(=O)n(CCN3CCOCC3)c3c2CCC3)c1 | -0.1%
O=C(/C=C/c1ccccc1Cl)N1CCC(c2nc3ccccc3o2)CC1 | 0.8%
Cc1ccccc1C(=O)N1c2ncnn2C2(CCCCC2)[C@@H]2CCCC[C@@H]21 | 4.8%
CCCCC(=O)Nc1nnc(S(=O)(=O)N2CCCCCC2)s1 | 1.4%
CC(Oc1ccccc1)C(=O)Nc1ccccc1C(=O)OCc1cc(=O)n2nc(C3CC3)sc2n1 (stereo not drawn) | u
Cc1ccc(C(=O)Nc2ccc(S(=O)(=O)N(Cc3ccccc3)c3ccccc3)cc2)cc1 | 3.2%
O=S(=O)(NCCS(=O)(=O)N1CCN(c2ccccc2)CC1)c1ccccc1 | 0.0%
COc1ccc(CNC(=O)c2ccc3nc(CCc4ccccc4)oc3c2)cc1 | 0.0%
Cc1cccc(NC(=O)CSc2ncc3c(n2)-c2cc(Cl)ccc2N(C)S3(=O)=O)c1C | -1.7%
Cc1ccc(CSc2nc3cc(C(=O)NC4CCCC4)ccc3c(=O)n2Cc2ccccc2)cc1 | 1.4%
